HIV Rev-RRE inh = HIV-1 Rev-RRE binding inhibitors, primary screen, biochemical, FRET, protein-RNA interaction. Rev peptide-RRE RNA binding. 97,000 tested, 0.79% active. P05866. inhibition, % at 8 µM. AID 704, 2007;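 active means inhibition above the screen-wide mean plus 3 SD, cut at about 35% in these data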;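 further: 0% = median DMSO wells and 100% = median Neomycin B control wells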
Target sequence (P05866 whole entry, looked up): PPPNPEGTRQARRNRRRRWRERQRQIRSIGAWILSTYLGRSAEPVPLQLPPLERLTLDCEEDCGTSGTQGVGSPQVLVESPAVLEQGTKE
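Material: labelled RRE RNA duplex and labelled Rev peptide / Buffer or medium: HEPES pH 7.5 salt buffer with EDTA / Compound dosing: single point, 8 µM final nominal compound concentration / Benchmarks: DMSO low control, neomycin B high control / Timing: 5 min preincubation and 15 min binding, 25 °C / Technique: FRET fluorescence readout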
Plk1 PBD FP = Plk1 polo box domain binding inhibitors, primary screen, biochemical, fluorescence polarization; 97,000 tested, 0.13% active; Serine/threonine-protein kinase PLK1 (Homo sapiens), P53350; Plk1 PBD phosphopeptide binding; inhibition, %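 (tested at about 20 µM)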; AID 693, 2007; in the data active means inhibition above about 34%, passing the limit was not always enough
EphB4 ephrin blk = EphB4-ephrin-B2 interaction antagonists, primary screen, biochemical, TNYL-RAW peptide probe, fluorescence polarization | Ephrin type-B receptor 4 (Homo sapiens), P54760 | inhibition, % at 7 µM | 97,000 tested, 0.15% active | EphB4 LBD / TNYL-RAW-Alexa532 peptide | AID 720, 2007;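 active means inhibition above the screen-wide mean inhibition plus 3 SD, cut at about 15% in these data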;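 further: 0% = DMSO wells and 100% = excess unlabeled TNYL-RAW peptide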
Target sequence (P54760 whole entry, looked up, the tested form may be a part): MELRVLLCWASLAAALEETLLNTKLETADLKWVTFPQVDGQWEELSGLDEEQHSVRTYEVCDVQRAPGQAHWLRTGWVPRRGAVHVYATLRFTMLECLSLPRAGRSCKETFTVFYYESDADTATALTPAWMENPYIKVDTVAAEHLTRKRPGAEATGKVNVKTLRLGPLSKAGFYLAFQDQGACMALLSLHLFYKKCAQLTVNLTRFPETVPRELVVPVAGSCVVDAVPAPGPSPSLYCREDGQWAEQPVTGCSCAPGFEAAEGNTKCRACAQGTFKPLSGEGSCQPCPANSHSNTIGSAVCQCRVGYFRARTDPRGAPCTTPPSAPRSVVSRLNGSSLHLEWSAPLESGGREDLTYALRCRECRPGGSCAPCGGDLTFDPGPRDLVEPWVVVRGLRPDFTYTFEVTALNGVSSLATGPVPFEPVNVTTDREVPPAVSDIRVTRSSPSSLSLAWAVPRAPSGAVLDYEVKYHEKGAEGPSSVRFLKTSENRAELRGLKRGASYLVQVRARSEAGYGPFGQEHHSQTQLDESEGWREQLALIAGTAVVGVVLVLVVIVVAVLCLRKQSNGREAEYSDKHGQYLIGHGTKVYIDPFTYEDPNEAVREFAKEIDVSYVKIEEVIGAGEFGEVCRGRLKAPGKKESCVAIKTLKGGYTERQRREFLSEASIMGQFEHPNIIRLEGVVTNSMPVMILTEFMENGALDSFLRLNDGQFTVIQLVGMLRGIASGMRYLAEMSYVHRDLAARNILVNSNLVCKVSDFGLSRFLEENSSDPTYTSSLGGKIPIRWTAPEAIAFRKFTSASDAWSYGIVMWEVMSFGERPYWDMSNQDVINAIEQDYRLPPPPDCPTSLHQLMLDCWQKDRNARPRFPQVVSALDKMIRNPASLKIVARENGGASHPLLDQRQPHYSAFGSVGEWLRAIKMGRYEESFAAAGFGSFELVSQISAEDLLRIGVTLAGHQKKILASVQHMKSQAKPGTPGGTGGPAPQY
PTPN22 act = LYP phosphatase activators, primary screen, biochemical, DiFMUP fluorescence, 2 µM; Tyrosine-protein phosphatase non-receptor type 22 (Homo sapiens), Q9Y2R2; recombinant LYP; 0 = plate median, 100 = signal doubled; activation, % at 2 µM; 96,000 tested, 0.11% active; AID 697, 2007;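 active means activation at 2 µM above a set limit, the mean plus 5 SD, cut at about 37% in these data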
PLK1 inh = human PLK1 kinase inhibitors, primary screen, biochemical, TR-FRET | recombinant PLK1 kinase, TR-FRET peptide phosphorylation | inhibition, % at 10 µM | 97,000 tested, 0.53% active;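 active means inhibition of 50% or more in the single-concentration screen; inactive means inhibition below 50%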;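 further: 0% = DMSO max control and 100% = H-89 dihydrochloride min control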
cytoskel mod = modifiers of F-actin cytoskeleton organization, primary screen, imaging, HUVEC, phalloidin staining, high-content imaging; inhibition, % at 2 µM; 91,000 tested, 0.18% active; HUVEC TNFa F-actin phalloidin imaging;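 active means inhibition above the batch mean plus 3 SD and confirmed as a hit by visual image inspection, cut at about 30% in these data, passing the limit was not always enough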; further: strong numbers were not always called active
PTPN22 inh 2 = PTPN22 phosphatase inhibitors, primary screen, biochemical, DiFMUP fluorescence, 2 µM; 96,000 tested, 0.21% active; AID 640, 2007; Tyrosine-protein phosphatase non-receptor type 22 (Homo sapiens), Q9Y2R2; inhibition, % at 2 µM; recombinant LYP catalytic domain;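 active means inhibition at 2 µM at or above a set limit, the screen mean plus 3 SD, cut at about 24% in these data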;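 further: 0% = DMSO with enzyme and 100% = enzyme fully blocked by orthovanadate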
Pyk2 oligo antag = antagonists of Pyk2 self-association, primary screen, Q293 cells, FERM NanoBiT luminescence, HTS; Protein-tyrosine kinase 2-beta (Homo sapiens), Q14289; 99,000 tested, 0.83% active; AID 1347419, 2020; hits give low values; z-score (the deposit names both 25 µM and 10 µM);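 active means Z-score of -3 or lower, scaled per plate to the spread of control and sample wells; inactive means z-score above -3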;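 further: negative z-score means lost luminescence so less FERM oligomerization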
FAK blocker = FAK kinase inhibitors, primary screen, biochemical; Focal adhesion kinase 1 (Homo sapiens), Q05397; biochemical FAK kinase activity assay; inhibition, %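 (tested at 7 µM)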; 97,000 tested, 0.84% active; AID 727, 2007; in the data active means inhibition above about 19%;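 further: 0% = DMSO and 100% = reference compound high control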
Active calls of the source: *; . = no result given.

nr	canonical_smiles	HIV Rev-RRE inh	Plk1 PBD FP	EphB4 ephrin blk	PTPN22 act	PLK1 inh	cytoskel mod	PTPN22 inh 2	Pyk2 oligo antag	FAK blocker
1	COc1cccc(C2c3c(-c4cc(Cl)c(C)cc4O)n[nH]c3C(=O)N2Cc2cccnc2)c1 (stereo not given)	-1	5	-5	11	-2	1	-12	-3.7*	0
2	Cc1ccc(S(=O)(=O)N(Cc2cc3cc4c(cc3[nH]c2=O)OCCO4)CC2CCCO2)cc1 (stereo not given)	4	-7	4	-2	-11	-1	-2	0.24	0
3	COc1ccc(C2C(C(=O)Nc3ccccc3OC)=C(C)Nc3nnnn32)c(OC)c1 (stereo not given)	7	10	8	-3	3	-6	1	-0.4	2
4	FC(F)(F)c1cccc(Oc2ccc3c(C(F)(F)F)cc(C(F)(F)F)nc3n2)c1	22	-9	2	10	-3	5	-8	-0.53	7
5	COc1ccc(N2C(=O)CCC(C(=O)N3CCCCC3)C2c2ccc(OC)c(OC)c2)cc1 (stereo not given)	1	8	-5	-2	-7	-19	6	1.4	1
6	Cc1ccn2c(C(=O)CSc3ccccc3Cl)c(C)nc2c1	2	6	-1	4	-13	0	0	-0.3	3
7	COc1cccc(N2CCN(C3CC(=O)N(c4ccc(Cl)cc4)C3=O)CC2)c1 (stereo not given)	4	8	-5	4	-10	27	-6	-0.38	-1
8	COc1ccc(N2CCN(c3oc(-c4ccco4)nc3C#N)CC2)cc1	4	-7	-2	3	-6	-10	-4	-0.47	-1

Single records (already shown). Values in the order: HIV Rev-RRE inh | Plk1 PBD FP | EphB4 ephrin blk | PTPN22 act | PLK1 inh | cytoskel mod | PTPN22 inh 2 | Pyk2 oligo antag | FAK blocker
Results for Cc1ccn2c(C(=O)CSc3ccccc3Cl)c(C)nc2c1 → 2 | 6 | -1 | 4 | -13 | 0 | 0 | -0.3 | 3
Results for COc1ccc(N2CCN(c3oc(-c4ccco4)nc3C#N)CC2)cc1 → 4 | -7 | -2 | 3 | -6 | -10 | -4 | -0.47 | -1
Results for COc1cccc(N2CCN(C3CC(=O)N(c4ccc(Cl)cc4)C3=O)CC2)c1 (stereo not given) → 4 | 8 | -5 | 4 | -10 | 27 | -6 | -0.38 | -1
Results for COc1ccc(N2C(=O)CCC(C(=O)N3CCCCC3)C2c2ccc(OC)c(OC)c2)cc1 (stereo not given) → 1 | 8 | -5 | -2 | -7 | -19 | 6 | 1.4 | 1
Results for Cc1ccc(S(=O)(=O)N(Cc2cc3cc4c(cc3[nH]c2=O)OCCO4)CC2CCCO2)cc1 (stereo not given) → 4 | -7 | 4 | -2 | -11 | -1 | -2 | 0.24 | 0

(more compounds)
nr	canonical_smiles	HIV Rev-RRE inh	Plk1 PBD FP	EphB4 ephrin blk	PTPN22 act	PLK1 inh	cytoskel mod	PTPN22 inh 2	Pyk2 oligo antag	FAK blocker
9	COc1cccc(OC)c1C(=O)NN1CCCCC1	5	-4	-1	-2	-13	34	6	0.62	-2
10	CCOC(=O)C1=C(C)NC(=S)N(C(C)=O)C1c1ccccc1 (stereo not given)	1	15	1	1	-12	10	-3	-0.26	1
11	CN(C)/C=C(/C(=O)c1ccc(Cl)cc1)S(=O)(=O)c1ccccc1	3	14	-12	8	-12	-46	-5	-1.2	2
12	COc1ccc(/C(O)=C2/C(=O)C(=O)N(CCN3CCOCC3)C2c2ccccn2)cc1 (stereo not given)	7	2	-1	8	-2	-6	-10	0.05	-1
13	COc1ccc2[nH]c3c(=O)n(Cc4ccco4)cnc3c2c1	4	-17	-6	5	-18	-2	-4	-0.46	5
14	O=C(OCc1nnc(-c2ccccc2)o1)c1ccc2c(c1)OCCO2	9	-10	-9	-1	-11	-29	-1	0.1	1
15	Cc1cccc(-c2nc(CS(=O)CC(=O)NC3CCCC3)c(C)o2)c1 (stereo not given)	2	11	2	-9	-19	-18	5	.	1
16	COc1ccc(OC)c(NC(=O)CSc2nnc(CNc3ccc(C)cc3C)o2)c1	11	31	5	3	7	17	-3	0.85	-1

Carrying on.
nr	canonical_smiles	HIV Rev-RRE inh	Plk1 PBD FP	EphB4 ephrin blk	PTPN22 act	PLK1 inh	cytoskel mod	PTPN22 inh 2	Pyk2 oligo antag	FAK blocker
17	Cc1cc(NC(=O)c2c(-c3ccccc3Cl)noc2C)no1	2	13	2	6	-5	14	-10	0.74	0
18	CCC(CO)Nc1ncnc2c1cnn2-c1ccc(OC)cc1 (stereo not given)	2	8	-1	-3	0	-3	0	.	-3
19	CCN=c1scc(-c2ccc3c(c2)NC(=O)CO3)n1N=C1CCCC1	12	-11	-12	-9	-7	-1	5	2.8	1
20	CC1=C(C(=O)OC(C)C)C(c2cccc(F)c2)N2C(=O)C(C)SC2=N1 (stereo not given)	-5	11	-10	3	12	.	-5	-0.51	-5
21	CCOc1ccc(N(CC)S(=O)(=O)c2ccc3c(c2)oc(=O)n3C)cc1	5	-2	-2	-4	-3	-8	6	-0.76	-11
22	O=C(COc1ccc2ccccc2c1)Nc1ccc(Cc2ccncc2)cc1	-2	7	-11	3	63*	-18	0	0.4	11
23	Clc1ncnc2scc(-c3ccccc3)c12	0	-23	-3	-4	23	-22	1	1	3
24	CN=C1SC(CC(=O)Nc2cc(Cl)ccc2Cl)C(=O)N1C (stereo not given)	5	-23	-1	7	-3	12	-6	0.42	-2

(next part)
nr	canonical_smiles	HIV Rev-RRE inh	Plk1 PBD FP	EphB4 ephrin blk	PTPN22 act	PLK1 inh	cytoskel mod	PTPN22 inh 2	Pyk2 oligo antag	FAK blocker
25	Cc1cccc(C(=O)Nc2c(C#N)c(C)c(C)n2Cc2ccccc2)c1	7	8	0	-8	-6	-2	11	-1.9	-12
26	CCCc1nc2c(sc3nc4c(cc32)COC(C)(C)C4)c(=O)n1Cc1ccco1	5	-24	-10	-6	-12	-7	4	-0.87	-2
27	O=C(OCc1ccc(Cl)cc1)c1ccccc1C(=O)c1ccccc1	16	17	1	-5	-15	6	5	-2.2	5
28	CCN(CC)S(=O)(=O)c1ccc2[nH]cc(C(=O)NCCC3=CCCCC3)c(=O)c2c1	11	-24	-2	0	-4	5	-4	-2.1	0
29	CCN(CC(=O)Nc1ccc([N+](=O)[O-])cc1OC)c1ccccc1	6	-33	2	4	-14	21	-2	0.7	5
30	CCOC(=O)N1CCN(C(=O)c2ccc(N(Cc3ccccc3)S(C)(=O)=O)cc2)CC1	0	-4	-10	11	4	7	-8	1.3	1
31	CCn1c(-c2cc(OC)c(OC)c(OC)c2)n[nH]c1=S	5	-18	-1	-5	-9	-17	4	0.66	-3
32	O=C(Nc1ccc(N2CCOCC2)cc1)C1CCN(S(=O)(=O)Cc2ccccc2)CC1	-2	6	7	-9	-4	15	7	-0.05	9

(continued)
nr	canonical_smiles	HIV Rev-RRE inh	Plk1 PBD FP	EphB4 ephrin blk	PTPN22 act	PLK1 inh	cytoskel mod	PTPN22 inh 2	Pyk2 oligo antag	FAK blocker
33	CCn1c(=O)cc(SCC(=O)NCc2ccc(C)o2)c2ccccc21	6	6	6	-2	-3	-8	2	-0.2	-1
34	COc1ccc(N(CC(=O)N2CCC(C)CC2)S(=O)(=O)c2c(C)nn(C)c2C)cc1	-2	-1	-7	-3	0	4	2	.	1
35	Cc1csc(-c2cnn(-c3ccccc3)c2NC(=O)c2ccc(C(F)(F)F)cc2)n1	8	0	5	0	4	3	1	-0.78	0
36	Cc1c(C(=O)NC2CCCc3ccccc32)oc2ccccc12 (stereo not given)	13	2	2	-6	-2	15	9	-0.48	-3
37	CCOC(=O)c1ccc(NC(=O)c2cc(S(=O)(=O)N3CCOCC3)ccc2O)cc1	0	-1	-8	-7	-8	-1	7	-1.7	-4
38	CCN1CCN(Cc2cc(=O)oc3ccc(Cl)cc23)CC1	10	-24	6	-4	-6	6	3	0.53	2
39	Cc1ccc(S(=O)(=O)NCCSc2nnnn2-c2cc(C)ccc2C)cc1	15	2	5	-3	-7	-3	-4	-1	2
40	CC(C)OC(=O)CC(=O)CSc1nc2c(cc1C#N)CCCCC2	12	14	3	5	-4	17	-2	0.35	12

Next compounds follow:
nr	canonical_smiles	HIV Rev-RRE inh	Plk1 PBD FP	EphB4 ephrin blk	PTPN22 act	PLK1 inh	cytoskel mod	PTPN22 inh 2	Pyk2 oligo antag	FAK blocker
41	CCOc1cc(C(=S)N2CCCCC2)ccc1OS(=O)(=O)c1ccc(Br)cc1	-6	8	-11	0	13	7	-1	0.1	1
42	COc1cc(C)c(Br)cc1S(=O)(=O)N1CCCC1	3	-6	-1	-9	-3	1	9	-1	-2
43	CCOC(=O)c1c(NC(=O)COC)sc(C)c1C	8	29	-4	15	-11	-3	-24	1.1	2
44	CCN1CCN(c2nc3sc4c(c3c(=O)n2-c2ccc(OC)cc2)CCCCC4)CC1	7	26	-2	-6	-16	-8	3	0.6	-3
45	COC(=O)CNC(=O)CNC(=O)Nc1ccccc1	3	4	1	0	-8	20	0	-0.7	1
46	N/C(=N\OC(=O)C1CCCCC1)c1cccnc1	4	-28	-2	-3	-15	7	6	-0.3	3
47	CCOC(=O)C1CCN(Cc2cn[nH]c2-c2ccc(C)cc2)CC1	1	1	-1	8	3	-12	-10	0.75	4
48	Brc1ccc(-c2noc(COc3ccc4ccccc4c3)n2)o1	11	25	-2	3	-12	3	-6	.	2

Entries above that contain a CF3 group:
nr	canonical_smiles	HIV Rev-RRE inh	Plk1 PBD FP	EphB4 ephrin blk	PTPN22 act	PLK1 inh	cytoskel mod	PTPN22 inh 2	Pyk2 oligo antag	FAK blocker
4	FC(F)(F)c1cccc(Oc2ccc3c(C(F)(F)F)cc(C(F)(F)F)nc3n2)c1	22	-9	2	10	-3	5	-8	-0.53	7
35	Cc1csc(-c2cnn(-c3ccccc3)c2NC(=O)c2ccc(C(F)(F)F)cc2)n1	8	0	5	0	4	3	1	-0.78	0

The list goes on.
nr	canonical_smiles	HIV Rev-RRE inh	Plk1 PBD FP	EphB4 ephrin blk	PTPN22 act	PLK1 inh	cytoskel mod	PTPN22 inh 2	Pyk2 oligo antag	FAK blocker
49	N#CC1=C2C=CC=CN2CC1=O	27	11	10	2	8	30	-6	-0.11	0
50	NC(=O)CSc1nnc(C2CC2)n1Cc1ccccc1	4	25	-7	17	-19	-11	-19	-0.65	-1
51	O=C(NC1CCCCC1)C(c1ccc2ncccc2c1)N(Cc1cccs1)C(=O)c1cccs1 (stereo not given)	-1	-1	6	0	-6	5	-3	-2.9	7
52	COc1ccc(-n2cnnc2SCc2ncc(-c3ccccc3)o2)cc1	12	-15	8	2	-18	3	-4	1.2	2
53	CCOC(=O)Cc1csc(NC(=O)CSc2nncn2C)n1	0	-10	2	-6	-14	-11	3	0.3	1
54	O=C(OCc1nc2ccccc2[nH]1)C12CC3CC(CC(C3)C1)C2	7	-25	-10	-6	-4	-2	9	0.22	-4
55	Cc1ccc2nsnc2c1NC(=O)c1ccc2c(c1)OCCO2	7	-25	-5	-3	1	.	-1	-0.05	0
56	O=C(CSc1ccccc1)Nc1ccc(NC(=O)c2ccco2)cc1	4	-30	6	-6	-10	20	9	-0.4	-3
57	CC1(C)CC(=O)C2=C(C1)OC(N)=C(C#N)C2C1C=CCCC1 (stereo not given)	6	3	-1	6	-8	1	-5	-1.2	-2
58	CO/N=C(\Cn1ncc(NC2CCCCC2)c(Br)c1=O)c1ccc(Cl)cc1	4	0	-2	-3	-8	4	7	-1.4	9
59	COC(=O)C(O)(NC(=O)NC(C)=O)C(F)(F)F (stereo not given)	7	-17	1	-3	-5	24	1	-0.43	-4

Compound activity (PubChem)
